# Bioassay records: PubChem, National Center for Advancing Translational Sciences (NCATS)
# ELG1 genotox: qHTS screen for small molecules that induce genotoxicity in human embryonic kidney (HEK293T) cells expressing luciferase-tagged ELG1; HEK293T ELG1-luciferase reporter, luminescence, 16 h; Potency, µM (top dose mostly 46 µM), without a hit: at the top dose activity change, positive = activation, usual class: activators; 1.3% of 330,000 active; AID 504466, 2011; further: potency means the concentration at half of the fitted maximal effect; % of control where 0% means no effect; nearly all actives have a fitted effect of over 60% in size
#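 Screening used a luciferase reporter fused to human ELG1 in HEK293T cells. Luminescence was read on a CCD plate imager after 16 hr exposure and 30 min ONE-Glo incubation.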
# ASM inhibitor: Inhibitors of Secretory Acid Sphingomyelinase (S-ASM): qHTS | Sphingomyelin phosphodiesterase (Homo sapiens), P17405 | placental ASM, HMU-PC fluorogenic substrate, 60 min | Potency, µM (top dose mostly 57.5 µM), inactives show at the top dose activity change, negative = inhibition, most hits filed as inhibitors | 0.006% of 340,000 active | AID 504937, 2011; further: potency means the concentration at half of the fitted maximal effect
# Target sequence (P17405 47-631 limits assumed): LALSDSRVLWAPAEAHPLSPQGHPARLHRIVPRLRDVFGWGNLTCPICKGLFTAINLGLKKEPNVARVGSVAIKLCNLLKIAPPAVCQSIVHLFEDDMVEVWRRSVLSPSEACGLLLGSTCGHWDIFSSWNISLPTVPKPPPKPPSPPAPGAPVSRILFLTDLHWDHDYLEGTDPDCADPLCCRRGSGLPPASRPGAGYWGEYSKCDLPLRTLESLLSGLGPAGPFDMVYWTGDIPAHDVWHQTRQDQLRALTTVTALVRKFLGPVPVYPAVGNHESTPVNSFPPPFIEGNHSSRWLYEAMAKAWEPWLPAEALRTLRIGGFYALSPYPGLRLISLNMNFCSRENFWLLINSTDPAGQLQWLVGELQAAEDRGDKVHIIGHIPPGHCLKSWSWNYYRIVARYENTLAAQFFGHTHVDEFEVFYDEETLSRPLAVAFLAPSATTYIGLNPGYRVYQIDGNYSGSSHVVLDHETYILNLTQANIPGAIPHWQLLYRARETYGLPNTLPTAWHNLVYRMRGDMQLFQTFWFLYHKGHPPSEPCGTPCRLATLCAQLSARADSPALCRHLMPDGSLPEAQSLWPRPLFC
#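 Fluorescence read-out (Ex 386 nm, Em 447 nm) after stopping the reaction at pH 10. Enzyme: ASM from human placenta; substrate HMU-PC0, 9 uM final; 60 min, 37 °C. Compound preincubation 10 min, ambient temperature.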
# p53 reactivator: qHTS assay for re-activators of p53 using a Luc reporter | 0.063% of 320,000 active | Potency, µM (series often up to 92.2 µM), for inactives: at the highest dose activity change, positive = activation, usual class: activators | AID 504706, 2011 | H1299 p53-A138V BP100-luciferase reporter, luminescence, 24 h; further: potency means the concentration at half of the fitted maximal effect; % of control where 0% means no effect; nearly all actives have a fitted effect of over 45% in size
#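 p53-null H1299 cells stably carrying temperature-sensitive p53-A138V and a BP100-luciferase reporter were pinned with compounds (4-point, 1:5 series) and held 24 hrs at 37 deg C. Luminescence was read 10 min after detection reagent.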
# USP2a block: qHTS Assay for Inhibitors of Ubiquitin-specific Protease USP2a Using CHOP2 as the Reporter; USP2 core, Ub-CHOP2 coupled fluorogenic reporter, 485/531; Ubiquitin carboxyl-terminal hydrolase 2 (Homo sapiens), O75604; 0.01% of 330,000 active; Potency, µM (doses to about 38.3 µM), for the others: at the top dose activity change, negative = inhibition, usual class: inhibitors;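 further: potency means the concentration at half of the fitted maximal effect; plate controls were DMSO wells for no effect and full inhibition by NEM control for full effect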
#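 Deubiquitinase activity read as fluorescence (485/531 nm) after Ub-CHOP2 cleavage activates the enterokinase reporter on its substrate; USP2 core 10nM, Ub-CHOP2 and substrate 25nM each, 30min compound preincubation then 60min RT; data normalized to NEM, curves fitted.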
# TSG101-PTAP inh: qHTS Assay for Iinhibitors of HIV-1 Budding by Blocking the Interaction of PTAP/TSG101 | 340,000 tested, under 10 active | Potency, µM (titrated, usually from 115 µM), without a hit: at the top dose activity change, negative = inhibition, most hits filed as inhibitors | Fluorescence polarization, FITC-PTAP peptide / Tsg101 binding; active means well fitted inhibition curve with a large enough effect in the main read-out, with a control signal flat, not every such curve was filed as active; inconclusive means small, poorly fitted or top-dose-only effect, or effect the other way, or a change in a side signal; inactive means no such curve, though single readings can be large or run the other way; further: potency means the concentration at half of the fitted maximal effect; % of control where 0% means no effect
# Target sequence (Q99816 whole entry, looked up): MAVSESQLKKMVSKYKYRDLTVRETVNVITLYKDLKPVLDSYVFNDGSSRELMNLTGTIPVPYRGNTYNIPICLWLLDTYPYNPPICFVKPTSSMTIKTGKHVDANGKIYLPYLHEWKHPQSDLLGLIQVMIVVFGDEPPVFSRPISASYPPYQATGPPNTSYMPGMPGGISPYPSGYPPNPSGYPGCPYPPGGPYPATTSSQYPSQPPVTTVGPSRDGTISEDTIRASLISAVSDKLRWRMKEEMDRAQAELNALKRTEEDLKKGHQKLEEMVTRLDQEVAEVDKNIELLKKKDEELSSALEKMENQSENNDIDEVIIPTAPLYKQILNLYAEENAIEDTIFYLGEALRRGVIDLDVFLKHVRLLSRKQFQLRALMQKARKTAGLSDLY
#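 FP read-out: FITC-PTAP peptide, 50 nM final, binding Tsg101 binding domain, 10 uM final; 20 min, r.t.; 10 mM HEPES pH 7.5, 0.15 M NaCl, 0.01% Tween 20, 3 mM EDTA, 0.1 mM TCEP.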
# B2AR arrestin: qHTS assay of beta-arrestin-biased ligands of beta2-adrenergic receptor; Beta-2 adrenergic receptor (Homo sapiens), P07550; beta-arrestin recruitment to beta2AR, cell-based reporter; Potency, µM (doses to about 46.1 µM), without a hit: at the top dose activation, hits mostly activators; 0.02% of 330,000 active; AID 492947, 2010;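 further: potency means the concentration at half of the fitted maximal effect; 0% = DMSO controls and full agonism = EC100 isoproterenol or metaproterenol; nearly all actives have a fitted effect of over 65% in size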
# uPA surface inh: qHTS for Inhibitors of Cell Surface uPA Generation. cell surface uPA generation assay, qHTS. Potency, µM (doses to about 38.3 µM), for inactives: at the top dose activity change, negative = inhibition, actives largely listed as inhibitors. 0.31% of 330,000 active. AID 540303, 2011; active means well fitted inhibition curve with a large enough effect; inconclusive means small, poorly fitted or top-dose-only effect; inactive means no such curve, though single readings can be large or run the other way; tested in mouse RAW 264.7 cells; further: potency means the concentration at half of the fitted maximal effect; on the % scale 0 is the no-effect control and ±100 the full control effect; nearly all actives have a fitted effect of over 55% in size
# Eya2 inh: qHTS Assay for Inhibitors of the Phosphatase Activity of Eya2. Protein phosphatase EYA2 (Homo sapiens), O00167. recombinant Eya2, OMFP fluorescence dephosphorylation (OMFP is methylfluorescein phosphate). Potency, µM (titrated, usually from 76.9 µM), for the others: at the top dose activity, negative = inhibition, usual class: inhibitors. 0.006% of 330,000 active. AID 488837, 2010; further: potency means the concentration at half of the fitted maximal effect; on the % scale 0 is the no-effect control and ±100 the full control effect
#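 Eya2 (0.2 uM) preincubated 10 min at ambient with compound, then OMFP substrate added at 50 uM; 10 min reaction in 50 mM HEPES pH 7.5, 50 mM NaCl, 5 uM MgCl2, 0.05% BSA, 1 mM DTT. Fluorescence read at Ex 485/Em 525 nm.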
# Integrin act MD: qHTS for Activators of Integrin-Mediated Alleviation for Muscular Dystrophy | alpha7betagal myoblasts, beta-gal FDG fluorescence, 48 h | Potency, µM (highest dose often 38.3 µM), for inactives: top-dose activation, most hits filed as activators | 0.064% of 350,000 active;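 further: potency means the concentration at half of the fitted maximal effect; 100% = response of the positive control SU9516; nearly all actives have a fitted effect of over 60% in size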
#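 Alpha7betagal+/- myoblasts (passage 13) were plated 16-24 hr, then exposed to compounds (1:260 dilution of DMSO stock) for 48 hours at 37C. After MPER lysis, β-galactosidase reporter activity was read as FDG fluorescence (ex 480/em 540) after 30 minutes.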
# BRCA1 expr up: qHTS Assay to Identify Small Molecule Activators of BRCA1 Expression; AID 624202, 2012; Potency, µM (doses to about 46.1 µM), inactives show at the highest dose activation, hits mostly activators; MCF7-BRCA1-FFLuc reporter, luminescence, 48 h; response scale: scaled: vehicle 0%, 10 µM genistein 100%; 1.1% of 380,000 active; further: potency means the concentration at half of the fitted maximal effect; nearly all actives have a fitted effect of over 80% in size; some results filed as inactive show a strong effect at the top dose
#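 Compounds are tested at multiple concentrations on MCF7 BRCA1-luciferase reporter cells seeded at 2000 per well; after 48 h, a single luminescence end-point is taken and curves fitted to the normalized data.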
# TRPV1 agonist: HTS Assay for Compounds that Act as Agonists of the Vanilloid Receptor 1; Transient receptor potential cation channel subfamily V member 1 (Homo sapiens), Q8NER1; TRPV1-expressing cells, Fluo-8 calcium influx, agonist mode; activation, % at 8.33 µM; 0.19% of 320,000 active; AID 540275, 2011; in the data active means activation above about 80%; inconclusive means between about 30% and that limit; further: 0% is about no effect
#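 Cells expressing TRPV1 were dye-loaded with Fluo-8 and read kinetically: 10 s baseline, 3 min after compound (agonist portion), then 2 min after EC20 capsaicin (allosteric enhancer portion). Calcium-bound dye fluorescence at 480/520 nm.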
# Active calls of the source: *; ? = inconclusive; / = not tested or not shown; & = joins results of further samples; [ ] = remark or other dose. Unless noted, the call rests on the fitted dose curve; in most records, active means well fitted curve in the direction sought with a large enough effect; inconclusive means small, poorly fitted or top-dose-only effect, or another doubt; inactive means no such curve, though single readings can be large; an effect the other way counts as inactive or inconclusive. Outcome played no part in choosing rows (roughly 2.6% active in at least one column).
SMILES	ELG1 genotox	ASM inhibitor	p53 reactivator	USP2a block	TSG101-PTAP inh	B2AR arrestin	uPA surface inh	Eya2 inh	Integrin act MD	BRCA1 expr up	TRPV1 agonist
COC(=O)c1ccc(C(=O)OC)c(NC(=O)CN(c2ccccc2)S(=O)(=O)N(C)C)c1	-2%	3%	0%	3%	0%	0.0%	-5%	-3%	?	3%&4%	23
Cc1ccc(S(=O)(=O)CCC(=O)c2cccc([N+](=O)[O-])c2)cc1	5%	4%	-30%[inhibitor]	0%	-8%	-1.0%	-11%	-13%	-60%[inhibitor]	-49%	3
Cc1ccc(C(=O)NCCc2nnc3ccc(SCC(=O)Nc4ccccc4C)nn23)cc1	5%	0%	-16%	3%	0%	-1.0%	-8%	3%	-4%	1%	-2
C=CCn1c(SCc2nc3ccccc3[nH]2)nnc1-c1cccc(OC)c1	-4%	3%	-15%	0%	-9%	0.4%	/	-35%	-6%	-33%	11
O=C(OCC(=O)c1ccc(Cl)cc1Cl)c1cnccn1	3%	1%	7%	1%	-1%	-0.6%	2%	-4%	17%	-4%	2
O=C(O)c1ccc(CSc2ncnc3c2cnn3Cc2ccccc2)cc1	-1%	3%	-3%	1%	0%	-0.4%	-19%	7%	0%	-1%	-7
COc1ccc(CCNC(=O)CCC(=O)N2CC(C)Oc3ccccc32)cc1OC (stereo not drawn)	0%	-2%	/	3%	-1%	-0.1%	-6%	5%	-4%	12%	3
C=CCOc1ccccc1CN1CCC(n2nccc2NC(=O)c2ccccc2)CC1	-3%	2%	-7%	-1%	-3%	-0.1%	0%	-10%	-12%	-7%	-1
COc1cc(C(=O)N/N=C/c2coc3ccc(Cl)cc3c2=O)ccc1O	-18%	-10%	-9%	2%	-6%	0.2%	0%	13%	?	27%	-4
CCc1nnc(NC(=O)CN2C(=O)CCC2=O)s1	2%	7%	0%	-2%	-2%	-0.5%	-1%	5%	3%	5%	1
COc1ccccc1N(C(=O)Cn1nnc2ccccc21)C(C(=O)NCc1ccco1)c1ccc(C)o1 (stereo not drawn)	3%	-2%	-2%	4%	-1%	-0.3%	1%	-5%	-4%	8%	13
CCc1nnc(NS(=O)(=O)c2ccc(NC(=O)c3cccc(OC)c3)cc2)s1	0%[9.26 µM]	-1%	1%	1%	-9%	0.2%	7%	-8%	-7%	0%	1
COc1ccc(N2C(=O)CSC2c2ccc([N+](=O)[O-])cc2)cc1 (stereo not drawn)	-2%	-12%	3%	-6%	-4%	-0.1%	1%	-15%	9%	-20%	-6
COCCNC(=O)C(=O)N/N=C(\C)CC(=O)Nc1cccc(C(F)(F)F)c1	-2%	3%	2%	1%	-2%	-0.8%	-3%	-5%	0%	-19%	2
O=[N+]([O-])c1cccc(S(=O)(=O)N2CCCCCC2)c1	0%	1%	2%	1%	-4%	-0.1%	4%	6%	2%	-2%	16
CCc1nnc(SCCSc2nnc(CC)n2N)n1N	-2%	-3%	7%	1%	0%	0.4%	2%	3%	15%	39%	0
COc1ccc(C(=O)N/C(=C/c2cccs2)C(=O)NN)cc1OC	2%	4%	-2%	0%	-3%	-0.4%	2%	9%	12%	-2%	0
CC(=O)N1CCCc2cc(S(=O)(=O)Nc3ccccc3C)ccc21	-2%	0%	3%	1%	0%	-1.5%	0%	-9%	15%	2%	1
COc1cc(OC)cc(-c2cc3nc(C)c(CCC(=O)NCc4ccccc4)c(C)n3n2)c1	-7%	-5%	-13%	-8%	-1%	-0.9%	0%	0%	-38%	-65%[inhibitor]	27
CN(C)c1ccc(C2NC(=O)c3ccccc3N2)cc1 (stereo not drawn)	?	18%	-46%[inhibitor]	-1%	-1%	-0.3%	-10%	5%	18%	?	0
Cc1ccc(-c2csc(N(CCCN(C)C)C(=O)c3ccco3)n2)cc1	-2%	-2%	7%	0%	0%	13%	-6%	2%	-63%[inhibitor]	33%	3
COC(=O)c1[nH]c2ccc(Cl)cc2c1NC(=O)C1CC1	-3%	8%	-16%	4%	-4%	-0.4%	-6%	7%	-5%	-19%	15
CCn1c(=O)c2sccc2n(Cc2ccccc2)c1=O	-2%	0%	-56%[inhibitor]	-4%	-2%	-0.3%	17%	-11%	-6%	0%	0
Cc1nc(SCC(=O)NCCN2C(=O)CSC2=O)nc(C)c1C	0%	3%	2%	6%	-8%	-1.0%	12%	-30%	7%	-3%	/
O=S(=O)(c1ccc2[nH]c3c(c2c1)CCCC3)N1CCCCC1	-5%	-3%	-4%	-5%	5%	-0.1%	?	-1%	-13%	-83%	28
COc1ccccc1N1CCN(C(=O)c2ccc3c(=O)n4c(nc3c2)CCCCC4)CC1	-1%	-1%	2%	-3%	-2%	0.0%	-2%	15%	-3%	-11%	-7
CC1(C)Cc2ccccc2C(=NC(Cc2ccccc2)C(=O)O)N1 (stereo not drawn)	-4%	0%	/	0%	-3%	-0.5%	5%	-2%	39%	14%	-3
O=C(CN1CCOCC1)Nc1ccc(N2CCN(c3ccccc3)CC2)c(F)c1	0%	-4%	-3%	2%	1%	0.1%	11%	8%	17%	-36%	7
CC(C)CCOP(=O)(c1ccccc1)c1ccccc1	-1%	2%	-4%	-2%	-1%	4.1%	1%	-5%	-1%	-18%	?
Cc1cc(OCc2nn[nH]n2)c2c(C)c(Cc3ccccc3)c(=O)oc2c1	-1%	12%	1%	-2%	-8%	0.5%	5%	13%	0%	-23%	-1
O=C(Nc1ccccc1OC(F)F)c1ccc(S(=O)(=O)N2CCOCC2)cc1	2%	-2%	-4%	0%	/	-0.5%	18%	13%	4%	-13%	19
CC(=O)CCc1c(C)nc2ccc(C)cc2c1Cl	-5%	4%	0%	-4%	0%	0.0%	-7%	-2%	-8%	5%	4
Clc1ccc(CNCc2cccs2)c(Cl)c1	-1%	3%	-6%	-2%	-5%	-3.1%	0%	5%	31%	3%	1
CN1C(=O)N(c2ccc(Cl)cc2)C(C)(O)CC1(C)C (stereo not drawn)	-3%	-5%	0%	-1%	-6%	-0.2%	1%	5%	-9%	76%	2
CNC(=O)N(O)C1N(NC(=O)Nc2cccc3ccccc23)C(=S)SC1(C)C (stereo not drawn)	4%	6%	-13%	3%	0%	0.0%	-1%	7%	7%	-12%	-3
CCc1nnc(NC(=O)Nc2ccccc2OC)s1	?	-2%	15%	-2%	-1%	0.2%	0%	6%	2%	6.3µM*	0
O=C(CN(C(=O)c1csnn1)c1ccccc1Cl)NC1CCCCC1	0%	1%	-2%	1%	0%	-0.2%	-2%	8%	2%	-23%	3
Cc1cc(C)c(C)c(OCCCCn2cnc3ccccc3c2=O)c1	-11%	-2%	-15%	-2%	/	-0.2%	-12%	-7%	24%	-44%	10
CCC(CO)Oc1cc(NC(=O)c2ccc(F)cc2)c2ncn(C(C)C)c2c1 (stereo not drawn)	1%	10%	-9%	0%	?	-2.2%	13%	-7%	0%	-12%	?
O=C(OCCCN1CCCCC1)c1ccc(O)cc1	3%	-1%	-3%	1%	0%	-0.1%	-7%	-25%	5%	-10%	-1
COc1cc(/C=C/C(=O)NCc2cccnc2)cc(OC)c1OC	3%	2%	-6%	2%	-3%	-0.3%	-9%	9%	3%	-24%	11
CC1CCc2c(sc(NC(=O)COC(=O)c3ccccc3NCc3ccco3)c2C#N)C1 (stereo not drawn)	5%	145%[activator]	8%	-3%	-3%	0.1%	/	-26%	1%	-16%	1
O=C(CSc1cccc[n+]1[O-])N1CCCc2ccccc21	5%	7%	3%	3%	0%	-0.1%	-1%	-5%	11%	-4%	1
O=C(Nc1ccc2nc(-c3cccs3)c(-c3cccs3)nc2c1)N1CCOCC1	-10%	353%[activator]	-10%	6%	-11%	0.5%	/	-2%	?	-52%	?
CN(C)c1ccc(N/C=C/C(=O)C(F)(F)F)cc1	5%	-2%	8%	0%	-2%	0.0%	-4%	16%	-30%	18%	13
